FBA Mtb inh – inhibitors of M. tuberculosis fructose-bisphosphate aldolase. AID 588726. purified M. tuberculosis FBA, fluorescence read-out. actives 2.3% (n = 360,000). inhibition, % at 1 µM. P9WQA3; in the data active means inhibition above about 27%;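 further: 0% = vehicle and 100% = reference inhibitor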
UGM FP inh – blocks M. tuberculosis UGM enzyme; P9WIQ1; purified UGM, fluorescence polarization probe displacement; inhibition, % at 10 µM; actives 0.06% (n = 320,000); AID 504406; in the data active means inhibition above about 10%, passing the limit was not always enough
Target sequence (P9WIQ1 whole entry, looked up): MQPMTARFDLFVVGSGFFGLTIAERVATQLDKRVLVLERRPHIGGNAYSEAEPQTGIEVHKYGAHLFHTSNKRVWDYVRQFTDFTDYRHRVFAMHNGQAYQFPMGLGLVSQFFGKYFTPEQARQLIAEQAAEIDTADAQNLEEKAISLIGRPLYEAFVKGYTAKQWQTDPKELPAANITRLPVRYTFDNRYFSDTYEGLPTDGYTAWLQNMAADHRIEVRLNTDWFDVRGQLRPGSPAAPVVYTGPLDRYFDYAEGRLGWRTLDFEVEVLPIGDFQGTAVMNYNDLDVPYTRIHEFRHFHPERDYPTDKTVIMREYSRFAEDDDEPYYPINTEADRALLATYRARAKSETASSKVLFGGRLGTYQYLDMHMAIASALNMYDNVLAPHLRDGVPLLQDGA
Vc quorum ag – induces V. cholerae light production without autoinducers | activation, % at 18.7 µM | V. cholerae BH1578 lux reporter, luminescence, 6 h | actives 0.16% (n = 350,000); in the data active means activation mostly above about 9.7%, no sharp cut-off; further: not every result past the cut was called active; inactives centre near 0; reference of the scale not given here
BioA inh – BioA (M. tuberculosis) enzyme inhibition; purified M. tuberculosis BioA enzyme, plate reader; inhibition, % at 9.99 µM; actives 0.096% (n = 360,000); AID 602481; in the data active means inhibition above about 40%
MazF activator – activators of E. coli MazEF toxin-antitoxin RNase. FAM/BHQ RNA-DNA oligo cleavage fluorescence, 5 h. activation, % at 20 µM. actives 0.32% (n = 350,000); in the data active means activation above about 50%
Target sequence (P0AE70 whole entry, looked up): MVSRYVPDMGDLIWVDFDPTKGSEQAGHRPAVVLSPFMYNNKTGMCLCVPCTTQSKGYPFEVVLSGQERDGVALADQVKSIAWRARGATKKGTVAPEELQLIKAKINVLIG
SARS 3CLpro inh – SARS-CoV 3CLpro protease inhibition. inhibition, % at 6 µM. AID 1706. recombinant SARS-CoV 3CLpro, quenched FRET peptide cleavage. P0C6X7. actives 0.14% (n = 290,000); in the data active means inhibition above about 12%
GDH-TPI inh – GDH-TPI coupled enzyme inhibition counter-screen; inhibition, % at 4.8 µM; GDH-TPI coupled enzyme counterscreen, NADH absorbance; actives 1.2% (n = 360,000); in the data active means inhibition above about 30%;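 further: 0% = DMSO wells and 100% = wells lacking the enzyme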
Rv3671c protease – Rv3671c (M. tuberculosis) protease inhibition. P9WHR9. actives 0.048% (n = 320,000). AID 2606. inhibition, % at 5.96 µM; in the data active means inhibition above about 38%;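 further: extracellular domain of Rv3671c used as enzyme; 0% = enzyme with DMSO and 100% = no enzyme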
Target sequence (P9WHR9 whole entry, looked up, the tested form may be a part): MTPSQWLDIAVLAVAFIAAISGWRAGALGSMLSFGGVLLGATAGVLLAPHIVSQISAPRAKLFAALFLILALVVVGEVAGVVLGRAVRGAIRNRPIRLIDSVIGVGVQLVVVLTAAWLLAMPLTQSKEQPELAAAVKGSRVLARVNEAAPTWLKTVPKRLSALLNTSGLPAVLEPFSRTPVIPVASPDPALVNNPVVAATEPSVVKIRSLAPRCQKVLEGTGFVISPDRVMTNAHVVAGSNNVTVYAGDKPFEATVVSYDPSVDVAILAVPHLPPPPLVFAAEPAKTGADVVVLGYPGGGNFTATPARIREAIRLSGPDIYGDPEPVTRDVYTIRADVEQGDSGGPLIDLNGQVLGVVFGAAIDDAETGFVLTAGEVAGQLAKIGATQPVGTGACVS
VHR inh abs – blocks human VHR1 dual specificity phosphatase | recombinant VHR phosphatase, pNPP absorbance | inhibition, % at 13.3 µM | actives 0.52% (n = 290,000) | AID 1654; in the data active means inhibition above about 50%; further: some compounds called inactive have numbers as strong as hits
SSB-PriA inh – inhibitors of Klebsiella pneumoniae PriA binding to SSB C-terminal tail; AlphaScreen SSBct-PriA binding, biotinylated peptide; inhibition, % at 33 µM; actives 0.6% (n = 430,000); AID 1272365; in the data active means inhibition mostly above about 37%, no sharp cut-off; inactive means mostly below about 20%;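 further: plate controls were negative control peptide for no effect and reference peptide for full effect; strong numbers were not always called active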
* marks the source's active call; other numbers are inactive results; i = inactive; / = not tested or not shown; + = active, no number; & = joins results of further samples. An excerpt; rates above refer to the full screens.

SMILES,FBA Mtb inh,UGM FP inh,Vc quorum ag,BioA inh,MazF activator,SARS 3CLpro inh,GDH-TPI inh,Rv3671c protease,VHR inh abs,SSB-PriA inh
CC(C)CC(NC(=O)C(NC(=O)OC(C)(C)C)C(C)C)C(=O)N1CCCC1C(N)=O (centres undefined),-5,-0.9,1.3,-0.9,5,4,-13,-2,-6,-8
CCOc1ccc2nc(NCCCNS(=O)(=O)c3ccc(C)cc3)c(C#N)cc2c1,4,-1.4,3.3,/,-4,1,-1,8,4,-12
COc1ccc(-c2csc3nc(C)n(-n4cccc4)c(=O)c23)cc1OC,-1,-1.4,i,2.9,1,-1,13,-8,5,-8
CCN(CC1CCCN(CCc2cccc(F)c2)C1)C(=O)c1ccc(CSC)o1 (centres undefined),6,-1.4,-0.3,1.9,-7,1,4,5,23,-7
Cn1cc(C(=O)N2CCN(c3ccccc3)CC2)c(=O)c2cc(S(=O)(=O)N3CCOCC3)ccc21,-3,-0.2,0.5,-0.1,10,1,2,3,17,-4
O=C(/C=C/c1ccco1)Nc1cccc2cccnc12,1,1.7,i,/,-18,1,10,-16,2,10
O=C(Cn1nc(-c2ccco2)ccc1=O)Nc1ccc(Br)cc1,10,0.0,i,0.3,4,8,9,-18,-10,1
CN(C)C(=O)c1cc(C(=O)c2ccccc2)c[nH]1,4,-0.2,-0.1,1.1,3,-2,-9,-3,31,-7
Cc1onc(-c2ccccc2Cl)c1C(=O)Nc1ccc(-c2cn3cccnc3n2)cc1,+,-1.6,i,/,-4,-1,31*,-13,24,-6&-14
CCOc1ccc(/C=N/NC(=O)C2CC2)c(OCC)c1,-1,-1.7,3.3,1.7,6,-3,9,/,7,/
NCCc1nnc(SCc2c(F)cccc2Cl)o1,1,0.2,i,-0.4,1,-3,-2,2,6,-7
COc1ccc(C2CC(c3ccccc3)=NN2C(=O)CN2CCN(Cc3ccccc3)CC2)cc1 (centres undefined),2,-1.5,i,/,3,1,3,3,2,17
Cc1cnc(NC(=O)CSC(=S)N2CCOCC2)s1,1,-4.2,-0.2,/,-3,-1,0,9,-5,11
C[S+](CC[C@H](N)C(=O)O)C[C@H]1O[C@@H](n2cnc3c(N)ncnc32)[C@H](O)[C@@H]1O (some centres undefined),5,-0.5,i,-2.9,3,/,7,2,/,-1
CNc1nc(NCCOc2ccccc2)c2sccc2n1,5,/,-0.8,-0.4,/,/,12,/,/,/
CCOC(=O)NC(=O)C(=CNc1ccc(C)cc1)C(=O)NC(=O)OCC,3,-0.2,-0.6,/,2,2,8,0,-2,-1
CCN(CC(=O)Nc1ccc2c(c1)OCO2)CC(=O)Nc1ccccc1C(F)(F)F,1,-2.3,i,0.3,-2,/,5,7,/,-19
CCOCCCN1C(=O)CN(C2CCCCCC2)C(=O)C1c1ccc(OC)cc1 (centres undefined),-2,1.1,0.7,/,-4,-4,-2,2,-5,-1
Oc1ccccc1-c1nc(N2CCN(Cc3ccccc3)CC2)c2ccccc2n1,1,-0.9,i,0.2,-12,-5,3,4,5,-14
CCOC(=O)c1ccc(NC(=S)N(CCCN2CCCC(C)C2)Cc2cccs2)cc1 (centres undefined),25,1.1,i,/,7,3,2,-6,-10,-2
Cc1ccc(CN2CCSc3ccc(C(=O)NC4CCCC4)cc32)cc1,7,-0.2,-0.2,0.5,-1,5,-3,-3,-14,-6
CCC(C)[C@H](NC(=O)N1CCn2c1nc1ccccc12)C(=O)NCCc1ccc(OC)c(OC)c1 (some centres undefined),-4,0.1,-0.3,-0.1,3,-5,1,-3,4,-1
Cc1ccc(OCC(=O)N/N=C/c2cn[nH]c2-c2ccc(Cl)c(Cl)c2)cc1,0,-1.5,i,-3.2,-29,-3,0,-36,17,/
CC(NS(=O)(=O)c1ccccc1)C(=O)Nc1nccs1 (centres undefined),-1,1.3,/,-2.7,4,5,-6,0,/,-8
CCCCNC(=O)Nc1nnc(-c2ccccc2)o1,22,-0.5,i,/,8,-2,-9,9,-29,-7
CCOc1ccc(NC(=O)C2CCCN(S(=O)(=O)c3cnc[nH]3)C2)cc1 (centres undefined),-1,0.6,-0.1,-1.3,10,1,-6,11,21,-9
COC(=O)C(C)Oc1cc(C)cc2oc(=O)c3c(c12)CCC3 (centres undefined),74*,-2.9,i,5.2,5,-2,10,-3,1,-4
CCOC(=O)N1CCC(NC(=O)CCc2nc(-c3ccc(C)cc3)no2)CC1,8,4.5,-0.9,0.3,2,-3,8,2,-26,-21
CC(C)NC(=O)N(C)C[C@H]1Oc2ccc(NC(=O)Nc3ccccc3)cc2C(=O)N([C@H](C)CO)C[C@@H]1C,0,1.8,-1.0,-2.1,6,/,0,3,/,4
CN(CC(=O)Nc1ccccc1Sc1ccccc1)Cc1nc2ccccc2c(=O)[nH]1,4,-1.4,-0.3,-0.6,-2,0,11,1,22,-14

Continuation.
Every second line gives: FBA Mtb inh	UGM FP inh	Vc quorum ag	BioA inh	MazF activator	SARS 3CLpro inh	GDH-TPI inh	Rv3671c protease	VHR inh abs	SSB-PriA inh
CCCNC(=O)N(C)C[C@@H]1Oc2ncc(-c3ccncc3)cc2C(=O)N([C@H](C)CO)C[C@@H]1C
→ 1	/	-0.4	0.3&-0.9&3.5	4	/	-2	/	/	/
COc1ccccc1C(O)Cc1nc2ccccc2n1C (centres undefined)
→ 7	-2.5	-0.6	1.3	4	-1	-3	-1	28	-9
O=C(CN1C(=O)CSCC1=O)Nc1ccc2c(c1)OCO2
→ -2	-0.8	-0.2	/	3	-2	-3	3	25	-5
O=c1cc(/C=C/c2ccccc2)oc2ccccc12
→ 6	1.5	-1.0	0.0	-6	5	32*	-7	-6	-3
CN(N)c1nc(N2CCCC2)nc(N2CCCC2)n1
→ 3	-2.3	-0.4	/	3	/	2	3	/	-1
CC(C)c1ccc(C2c3[nH]c4ccccc4c3C[C@H]3C(=O)N(c4ccccc4C(=O)N4CCC(C(=O)O)CC4)C(=O)N23)cc1 (some centres undefined)
→ 7	-0.9	-0.2	0.4	-7	6	1	2	29	9
CCCCNC(=O)C1(N2C(=O)c3ccccc3C2=O)CCCC1
→ 1	/	-0.5	-1.2	4	/	-3	/	/	-11
CCC(C)NC(=O)N[C@@H](Cc1ccccc1)C(=O)O (some centres undefined)
→ -2	0.9	-0.2	-2.2	5	-8	0	-2	26	-25
Cc1cc(SC(C)C(=O)Nc2ncc(Cl)cc2Cl)nc2ccccc12 (centres undefined)
→ 1	-5.3	-1.4	-0.4	6	-1	4	-5	-11	0
COc1ccc(NC(=O)COC(=O)c2cccn2C)cc1S(=O)(=O)N1CCCCC1
→ 3	6.2	0.0	0.0	5	/	3	-5	/	6
CC(C)CN(CC(C)C)c1nnc(N)s1
→ 5	-0.2	-0.1	-0.3	4	7	1	4	-4	0
CCOC(=O)c1ccc2c(c1)nc(SCC(=O)NC(C)C)n2CC
→ 1	-1.4	-0.2	-0.5	0	4	-8	6	30	-7
Cc1ccc(NC(=O)N2CCCC2C(=O)Nc2c(C)cc(C)cc2C)cc1 (centres undefined)
→ 0	-0.3	-2.8	-1.1	12	2	-9	1	2	-2
Cc1c([N+](=O)[O-])c([N+](=O)[O-])nn1CC(=O)NCCc1ccccc1
→ -2	1.7	-0.2	/	1	1	2	2	-2	-22
COc1ccc(CC(=O)NNC(=O)c2cnccn2)cc1
→ 0	3.3	-0.3	-2.0	5	-1	9	2	-4	2
CCO[C@H]1OC(C(=O)O)=C[C@@H](C)[C@@H]1CCCO
→ 2	-0.5	0.0	-0.4	6	3	0	16	7	5
C=CCCC(=O)N1C[C@H]2CON(C)[C@H]2C[C@H]1c1cccc(N2CCOCC2)c1
→ 0	/	i	0.0	8	/	-7	/	/	/
O=S(=O)(NC1=NCCC1)c1ccc(F)cc1F
→ 3	0.2	0.1	/	3	-1	-3	-8	14	-5
COc1ccccc1N1CCN(C2CCCN(Cc3ccc(Cl)cc3)C2)CC1 (centres undefined)
→ -1	0.3	i	0.1	8	-6	8	1	25	5
N#Cc1ccccc1NC(=O)COC(=O)CCc1ccccc1
→ 2	0.1	-0.4	-0.6	1	3	-6	8	45	-2
COC(=O)Cc1ccc2sc(-c3ccccc3)nc2c1
→ 1	-1.0	-0.3	-0.3	2	-7	6	5	7	-13
CC(=O)Nc1ccc(N/C=C/C(=O)c2ccc(C)o2)cc1
→ -4	1.7	-1.7	-0.8	-2	-2	11	6	14	-5
COc1ccc(/C=C(\NC(=O)c2ccccc2)C(=O)N/N=C/c2ccncc2)cc1
→ 0	0.3	-0.4	1.2	3	3	49*	3	48	/
CSc1cc(C)c(OCC(=O)Nc2ccc(NC(C)=O)cc2)c(C)c1
→ 4	-1.0	-0.4	/	-2	0	-3	-2	30	-7
Cc1ccc(-c2nc(NC(=O)CSc3cc(C)c4ccccc4n3)ns2)cc1
→ 5	4.8	-0.2	-3.0	-11	0	10	1	/	-19
CCOC(=O)C(NC(C)=O)(Nc1ccc(S(=O)(=O)Nc2cc(C)on2)cc1)C(F)(F)F (centres undefined)
→ 1	0.2	i	-0.9	-4	2	1	10	16	-19
O=C(CSc1ncn[nH]1)Nc1ccccc1C(=O)O
→ 1	5.7	-0.5	-2.1	16	-2	9	4	45	-11
C[C@H](NC(=O)[C@H]1N2C(=O)c3ccccc3C2SC1(C)C)C(=O)N1CCC[C@H]1CO (some centres undefined)
→ 6	0.8	-0.6	1.1	3	2	-3	-6	17	-3

In the list so far, these have an NH in an aromatic ring:
Every second line gives: FBA Mtb inh	UGM FP inh	Vc quorum ag	BioA inh	MazF activator	SARS 3CLpro inh	GDH-TPI inh	Rv3671c protease	VHR inh abs	SSB-PriA inh
CN(C)C(=O)c1cc(C(=O)c2ccccc2)c[nH]1
→ 4	-0.2	-0.1	1.1	3	-2	-9	-3	31	-7
Cc1ccc(OCC(=O)N/N=C/c2cn[nH]c2-c2ccc(Cl)c(Cl)c2)cc1
→ 0	-1.5	i	-3.2	-29	-3	0	-36	17	/
CCOc1ccc(NC(=O)C2CCCN(S(=O)(=O)c3cnc[nH]3)C2)cc1 (centres undefined)
→ -1	0.6	-0.1	-1.3	10	1	-6	11	21	-9
CN(CC(=O)Nc1ccccc1Sc1ccccc1)Cc1nc2ccccc2c(=O)[nH]1
→ 4	-1.4	-0.3	-0.6	-2	0	11	1	22	-14
CC(C)c1ccc(C2c3[nH]c4ccccc4c3C[C@H]3C(=O)N(c4ccccc4C(=O)N4CCC(C(=O)O)CC4)C(=O)N23)cc1 (some centres undefined)
→ 7	-0.9	-0.2	0.4	-7	6	1	2	29	9
O=C(CSc1ncn[nH]1)Nc1ccccc1C(=O)O
→ 1	5.7	-0.5	-2.1	16	-2	9	4	45	-11

Source: PubChem
